Screening data as filed in PubChem BioAssay.
H1N1 NS1A inhibition – H1N1 influenza NS1A inhibitors, functional cell based assay (AID 504329). NS1A functional cell-based assay, percent inhibition; higher % means a stronger effect. inhibition, % at 12.5 µM; hits with a dose series show IC50 in µM. hit rate 0.3% among 340,000; in the data active = a potency from the dose series; inconclusive = inhibition above about 27% without an active follow-up result; note: strong numbers were not always called active
M. tuberculosis – growth inhibition of non-replicating M. tuberculosis (AID 488890). hit rate 0.39% among 320,000. Mycobacterium tuberculosis non-replicating, growth inhibition; higher % means a stronger effect. inhibition, % at 25 µM; hits with a dose series show IC50 in µM; in the data active = a potency from the dose series; inconclusive = inhibition mostly from about 82% at the one dose, without a potency; inactive = the rest, 99 in 100 with inhibition below about 76%;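 note: plate controls were DMSO cells for no effect and high antibiotic wells for full effect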
inhibitors of VEEV – inhibitors of VEEV TC-83 cytopathic effect, confirmation, Vero cells (AID 588727). inhibition, % at 20 µM; hits with a dose series show IC50 in µM. Vero cells, VEEV TC-83 cytopathic effect inhibition; higher % means a stronger effect. hit rate 0.13% among 350,000; in the data active = a potency from the dose series; inconclusive = inhibition mostly from about 14% at the one dose, without a potency; inactive = the rest, 99 in 100 with inhibition below about 12%; note: strong numbers were not always called active
PhoP GFP inhibition – PhoP regulon inhibitors, Salmonella typhi PhoP promoter GFP reporter, confirmatory (AID 1850); hit rate 0.33% among 310,000; Salmonella Typhi PhoP-promoter GFP reporter, fluorescence, 4 h; higher % means a stronger effect; inhibition, % at 50 µM; hits with a dose series show IC50 in µM; in the data active = a potency from the dose series; inconclusive = inhibition mostly from about 25% at the one dose, without a potency; inactive = the rest, 99 in 100 with inhibition below about 19%;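 note: 0% = induced wells with vehicle and 100% = uninduced wells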
H37Rv inhibition – M. tuberculosis growth inhibition, HTS (AID 449762). M. tuberculosis H37Rv growth inhibition, 7H9 media; higher % means a stronger effect. one-dose inhibition, % at 25 µM; IC50 in µM for titrated hits. hit rate 0.59% among 330,000; in the data active = a potency from the dose series; inconclusive = inhibition above about 70% without an active follow-up result;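 note: bacterial growth assessed after seven days of incubation; strong numbers were not always called active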
inhibitors of VEEV 10K pilot screen – further read-out of inhibitors of VEEV, marked with its call; inhibition, %; measured here: 10K pilot screen inhibition
* = called active by the depositor; i = inactive; u = inconclusive; x = no result given.

SMILES	H1N1 NS1A inhibition	M. tuberculosis	inhibitors of VEEV	PhoP GFP inhibition	H37Rv inhibition	others
COC(=O)C1C2CC(=O)C(C2)C1C(=O)OC (centres undefined)	-17.6%	x	0.6%	x	x
CC1CC(NS(=O)(=O)c2cc3c4c(c2)CCN4C(=O)CC3)CC(C)(C)C1 (centres undefined)	-3.1%	14.0%	2.2%	3.0%	12.2%
Cc1ccc(Nc2c(F)c(F)c(F)c(F)c2C(=O)O)cc1	-5.7%	-6.7%	1.4%	-4.5%	-8.3%
C[C@@]12C(=O)Nc3cc(F)c(F)cc3C(=O)N1[C@H]1c3cc(Cl)ccc3OC[C@@H]1[C@@H]2c1ccccc1	4.1%	71.2%	3.2%	x	9.5%
CC(C(=O)N(C)Cc1ccccc1)N1CCN(C/C=C/c2ccccc2)CC1 (centres undefined)	-7.9%	8.0%	0.1%	-13.4%	-1.7%
O=C(CN1C(=O)NC2(CCCc3ccccc32)C1=O)NCc1ccc(Cl)cc1Cl (centres undefined)	-6.3%	10.6%	6.3%	-8.5%	-0.4%
CCOc1ccc(C(=O)CCC(=O)Nc2ccccc2C)cc1	-2.4%	34.8%	2.0%	-9.2%	-2.5%
CSc1ccccc1C(=O)NC1CCCN(Cc2ccccc2F)C1 (centres undefined)	3.0%	-9.7%	i	-6.1%	1.8%
O=C(/C=C/c1ccccc1Cl)c1ccccc(=O)c1O	12.6%	u	u	34.8µM*	60.2%
O=C(Nc1cccc([N+](=O)[O-])c1)C1CC(=O)N(C2CCCCC2)C1 (centres undefined)	-10.6%	-13.4%	0.3%	13.3%	-3.3%
N=C1C(=O)OCC1c1ccccc1NC(=O)c1ccc(F)cc1 (centres undefined)	-8.1%	-4.1%	0.3%	-6.2%	-1.4%
CN1CCN(CC(=O)Nc2ccc(Cl)cc2Cl)CC1	-4.5%	-4.1%	1.2%	-5.1%	-10.0%
COc1cc(/C=C/C(=O)O)cc(S(=O)(=O)Nc2ccc3c(c2)OCO3)c1OC	-3.5%	-1.2%	2.2%	-16.3%	1.2%
CCN(CC)CCCNC(=O)c1cc(Cl)c(NC(=O)C2=C(C)OCCS2)cc1OC	-4.6%	9.9%	i	4.5%	5.3%
COC(=O)c1ccc(NC(=O)CN(c2ccc3c(c2)OCO3)S(C)(=O)=O)cc1	1.3%	5.5%	0.7%	-3.2%	-9.2%
NS(=O)(=O)OCCCCCc1ccccc1	-5.0%	6.9%	i	-5.3%	4.3%	inhibitors of VEEV 10K pilot screen=0.2
COc1cccc(CNC(=O)c2nnn(CC(=O)Nc3c(C)cccc3C)c2N)c1	8.7%	-4.2%	0.2%	-2.1%	-2.1%
Cc1ccc2cn[nH]c2c1NC(=S)NC(=O)c1ccccc1	-5.4%	43.9%	1.8%	6.9%	6.4%
COc1ccccc1C(=O)N1CCc2ccccc21	-0.4%	0.7%	1.8%	-2.5%	-3.9%	inhibitors of VEEV 10K pilot screen=0.0
O=C(CSc1cccc[n+]1[O-])c1cc(Cl)ccc1Cl	-16.9%	u	i	-13.8%	u
O=C(Nc1ccc(Cl)cc1F)c1ccccc1Br	-2.0%	52.8%	i	2.5%	5.9%
O=C(Nc1ccc(N2CCCC2)c(Cl)c1)c1cccs1	9.8%	u	0.1%	-5.4%	7.7%
COc1ccc(C)cc1NC(=O)c1sc2ncnc(N3CCN(c4ccccn4)CC3)c2c1C	-5.9%	8.4%	3.6%	9.0%	5.2%
COc1ccc(C)cc1NS(=O)(=O)c1ccc(Cl)nc1	-6.7%	-5.1%	0.8%	x	12.4%
Cc1cccc(N(CC(=O)NCCSCc2ccco2)S(=O)(=O)c2ccccc2)c1	10.8%	22.1%	i	-7.5%	-2.0%
SMILES	H1N1 NS1A inhibition	M. tuberculosis	inhibitors of VEEV	PhoP GFP inhibition	H37Rv inhibition	others
COCC(=O)Nc1ccc(N(C)C)cc1	-1.7%	-11.9%	2.6%	-3.9%	-3.5%
CC1CN(S(=O)(=O)c2ccc(NC(=O)CCCN3C(=O)c4ccccc4C3=O)cc2)CC(C)O1 (centres undefined)	3.2%	-6.2%	1.3%	7.3%	4.8%
O=C(O)c1cccc(Nc2ncnc3sccc23)c1	x	-6.7%	1.1%	5.5%	-4.6%
CC(C)(C)c1ccc2c(c1)OC(C(=O)N/N=C\c1ccccn1)CO2 (centres undefined)	13.9%	4.8µM*	2.0%	-2.5%	-4.7%
Nc1nonc1-n1nnc(C(=O)N/N=C/c2ccc(OCc3ccc(F)cc3)cc2)c1COc1ccccc1	-5.1%	-1.9%	27.3%	7.2%	9.1%
CCCCC(=O)Nc1ccc(C(=O)NCCc2ccc(S(N)(=O)=O)cc2)cc1	-1.1%	3.0%	0.6%	-2.6%	3.3%
CCCCN(C)C(=O)c1cn(C)c2ccc(S(=O)(=O)N3CCC(C)CC3)cc2c1=O	1.6%	8.5%	0.1%	2.8%	-4.1%
CCCN=C1N(CC)C[C@@H]2[C@@H]3C(=O)N(C)C(=O)[C@@H]3[C@](Cc3ccccc3)(C(=O)OC)N12	-6.3%	x	i	x	x
Cc1ccc(C(=O)Cn2nnc3ccccc32)cc1C	-1.3%	8.5%	0.5%	8.1%	-10.0%
N#CCCn1[nH]c(-c2ccccc2)cc1=O	-0.2%	2.3%	0.2%	0.7%	-3.8%
CC1(C(=O)N/N=C/c2cc3c(cc2Br)OCO3)CC1(Br)Br (centres undefined)	15.8%	6.8%	6.9%	9.8%	7.1%
O=C1N/C(=N/N=C/c2ccccc2O)SC1Cc1ccc(F)cc1 (centres undefined)	-0.5%	u	11.2%	-10.8%	u
COc1cccc(C2=CC(=O)CC(C)(C)C2)c1	-5.9%	7.7%	1.7%	x	-3.0%	inhibitors of VEEV 10K pilot screen=2.0
Cn1c(=O)c2c(nc3n2CC(CO)O3)n(C)c1=O (centres undefined)	1.3%	7.3%	i	-6.0%	17.6%
O=C(c1n[nH]c2c1CCC2)N1CCCC(Nc2cccc(F)c2)C1 (centres undefined)	-3.8%	12.7%	2.3%	-0.8%	8.6%
Cn1c(=O)c2c(nc(NCC3CCCO3)n2Cc2cccc(Br)c2)n(C)c1=O (centres undefined)	3.4%	17.3%	2.0%	2.3%	5.6%
CCOCC(=O)Nc1c(C(=O)Nc2ccc3c(c2)OCO3)oc2ccccc12	0.0%	8.0%	0.5%	-9.1%	6.8%
COc1ccc(OC(=O)c2cc(S(=O)(=O)N3CCCC3)ccc2Cl)cc1	-3.6%	42.9%	0.3%	-5.1%	-9.2%
N#CCC(N)=C(C#N)C#N	0.2%	7.8%	0.3%	0.1%	11.7%
Cc1ccc(-c2cc(-c3nnc(SCC(=O)NC(C)C(C)C)n3N)c3ccccc3n2)cc1 (centres undefined)	7.9%	2.4%	2.6%	-3.4%	9.8%
O=C(COC(=O)c1ccco1)NCc1ccc(Cl)cc1	-3.9%	35.3%	0.4%	2.1%	-6.8%
O=C(CC1S/C(=N/N=C2CCCCCC2)NC1=O)Nc1ccccc1F (centres undefined)	-10.3%	x	2.9%	x	x
Cc1nc(CS(=O)c2ccc(Cl)cc2)cc(NCc2ccc(Cl)cc2Cl)n1 (centres undefined)	-4.9%	55.4%	5.4%	-0.1%	50.5%
CC(OC(=O)c1ccco1)C(=O)Nc1ccc(Cl)cn1 (centres undefined)	-1.3%	9.6%	1.1%	-0.5%	0.8%
O=C(c1cccnc1)N1CCN(S(=O)(=O)c2cccs2)CC1	4.0%	-5.6%	0.9%	-4.8%	-21.2%

An excerpt from above in order of molar mass, low to high:
SMILES	H1N1 NS1A inhibition	M. tuberculosis	inhibitors of VEEV	PhoP GFP inhibition	H37Rv inhibition	others
COc1cccc(C2=CC(=O)CC(C)(C)C2)c1	-5.9%	7.7%	1.7%	x	-3.0%	inhibitors of VEEV 10K pilot screen=2.0
Cn1c(=O)c2c(nc3n2CC(CO)O3)n(C)c1=O (centres undefined)	1.3%	7.3%	i	-6.0%	17.6%
Cc1ccc(C(=O)Cn2nnc3ccccc32)cc1C	-1.3%	8.5%	0.5%	8.1%	-10.0%
O=C(COC(=O)c1ccco1)NCc1ccc(Cl)cc1	-3.9%	35.3%	0.4%	2.1%	-6.8%
CC(OC(=O)c1ccco1)C(=O)Nc1ccc(Cl)cn1 (centres undefined)	-1.3%	9.6%	1.1%	-0.5%	0.8%
O=C(c1n[nH]c2c1CCC2)N1CCCC(Nc2cccc(F)c2)C1 (centres undefined)	-3.8%	12.7%	2.3%	-0.8%	8.6%
O=C(c1cccnc1)N1CCN(S(=O)(=O)c2cccs2)CC1	4.0%	-5.6%	0.9%	-4.8%	-21.2%
CC(C)(C)c1ccc2c(c1)OC(C(=O)N/N=C\c1ccccn1)CO2 (centres undefined)	13.9%	4.8µM*	2.0%	-2.5%	-4.7%
O=C1N/C(=N/N=C/c2ccccc2O)SC1Cc1ccc(F)cc1 (centres undefined)	-0.5%	u	11.2%	-10.8%	u
O=C(CC1S/C(=N/N=C2CCCCCC2)NC1=O)Nc1ccccc1F (centres undefined)	-10.3%	x	2.9%	x	x
CCOCC(=O)Nc1c(C(=O)Nc2ccc3c(c2)OCO3)oc2ccccc12	0.0%	8.0%	0.5%	-9.1%	6.8%
COc1ccc(OC(=O)c2cc(S(=O)(=O)N3CCCC3)ccc2Cl)cc1	-3.6%	42.9%	0.3%	-5.1%	-9.2%
CCCN=C1N(CC)C[C@@H]2[C@@H]3C(=O)N(C)C(=O)[C@@H]3[C@](Cc3ccccc3)(C(=O)OC)N12	-6.3%	x	i	x	x
CCCCN(C)C(=O)c1cn(C)c2ccc(S(=O)(=O)N3CCC(C)CC3)cc2c1=O	1.6%	8.5%	0.1%	2.8%	-4.1%
Cn1c(=O)c2c(nc(NCC3CCCO3)n2Cc2cccc(Br)c2)n(C)c1=O (centres undefined)	3.4%	17.3%	2.0%	2.3%	5.6%
CC1CN(S(=O)(=O)c2ccc(NC(=O)CCCN3C(=O)c4ccccc4C3=O)cc2)CC(C)O1 (centres undefined)	3.2%	-6.2%	1.3%	7.3%	4.8%
Nc1nonc1-n1nnc(C(=O)N/N=C/c2ccc(OCc3ccc(F)cc3)cc2)c1COc1ccccc1	-5.1%	-1.9%	27.3%	7.2%	9.1%

Other entries
SMILES	H1N1 NS1A inhibition	M. tuberculosis	inhibitors of VEEV	PhoP GFP inhibition	H37Rv inhibition	others
Cc1ccc(Cc2cnc(NC(=O)CN3CCOCC3)s2)cc1Cl	-5.7%	26.3%	i	-15.9%	u
CCN1/C(=C\C=C(C(C)=O)C(C)=O)Sc2ccccc21	3.7%	3.4%	5.9%	-23.5%	3.2%
COc1cc(C(=O)N/N=C/c2ccc(OC(=O)N3CCOCC3)cc2)cc(OC)c1OC	3.4%	6.3%	1.1%	6.6%	-0.8%
CC(C)(C)C(=O)NNc1nc(-c2ccccc2)c2cc(Br)ccc2n1	-3.2%	38.9%	8.4%	-10.7%	3.2%
CCOc1cc(NC2CS(=O)(=O)CC2O)c(OCC)cc1NC(=O)c1ccccc1 (centres undefined)	3.6%	-0.7%	3.0%	-7.6%	-4.7%
Cc1ccc2c(C(=O)CN3CCN(C(=O)c4ccco4)CC3)c(C)[nH]c2c1	x	14.0%	0.1%	-1.7%	-5.9%
O=C(Nc1cccc(NC(=O)c2ccco2)c1)c1ccccc1	3.3%	-13.3%	2.9%	9.3%	0.9%
Brc1cccc(-c2nnc3sc(CNCc4ccco4)cn23)c1	-19.0%	x	8.0%	x	2.1%
Cn1c(=O)c2c(nc(Br)n2CC(=O)C23CC4CC(CC(C4)C2)C3)n(C)c1=O	0.8%	33.2%	i	4.1%	10.1%
CC(C)N(C(=O)CSc1nnc(CNc2ccc(F)cc2)o1)C(C)C	-20.1%	0.4%	1.6%	-7.1%	-8.2%
Cc1ccc(S(=O)(=O)NCCC(=O)NNC(=O)c2ccccc2Cl)cc1C	-7.7%	x	2.1%	x	x
CN(C(=O)/C=C/c1cnc2ccccc2c1)C1CCCCC1	-1.5%	47.9%	7.8%	-7.4%	57.6%
CSc1c(C#N)c(N)nc2sc(C(=O)c3ccccc3)c(N)c12	6.3%	0.0%	2.1%	-3.9%	5.2%
C=CCCO[C@@H]1O[C@@H](C)[C@H](O)C[C@H]1O	-17.0%	-13.4%	1.1%	x	-13.9%
Cc1ccc(C(=O)CC(=O)c2ccc(C(C)(C)C)cc2)cc1	-0.2%	-0.4%	0.0%	-1.1%	12.0%
CC(C)(C)C1=CC=C(C(C)(C)C)C(=O)C1=O	x	74.0%	x	6.0%	-2.6%
Cc1cc(C(=O)NCCc2ccc(Cl)cc2)c2ccccc2n1	8.4%	13.7%	0.7%	-8.3%	-5.4%
Cc1ccc(S(=O)(=O)N2CCN(C(=O)CSc3cc(C)ccc3C)CC2)c(C)c1	11.0%	7.8%	6.8%	-3.9%	4.7%

Rows are unselected. Share with any hit: about 1.6%.
